# Source: PubChem BioAssay (several laboratories)
# Cl transport mod = modulates chloride dependent transport by human KCC2 | AID 1456 | B-score of Tl+ flux slope (higher = more flux/activation; lower = inhibition) at 10 µM | KCC2 cells, thallium flux FluoZin-2 fluorescence | 190,000 tested, 2.2% active;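 active means thallium flux slope and its plate-corrected score both differing from the plate sample mean at a set confidence after two filtering rounds, in either direction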;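 further: slope of fluorescence scaled to starting intensity during 10 to 20 s after thallium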
# p47phox inh = p47phox (human) inhibition. 220,000 tested, 0.53% active. inhibition, % at 24.7 µM. p47phox/p22phox peptide binding, fluorescence polarization, 2 h. AID 1274;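 further: 0% = p47phox with labelled peptide and 100% = labelled peptide alone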
# KLK5 inh = kallikrein 5 (human) inhibition; recombinant hK5, fluorogenic AMC substrate cleavage; inhibition, % at 5 µM; Q9Y337; 210,000 tested, 0.59% active;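 active means inhibition of 40% or more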;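 further: 0% = enzyme controls without compound and 100% = no-enzyme blanks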
# Furin inhibitor = blocks human furin protease activity; P09958; purified furin, fluorogenic substrate cleavage; 220,000 tested, 0.061% active; inhibition, % at 30 µM; in the data active means inhibition above about 25%; further: inactives centre near -15
# 14-3-3 Bad PPI = disrupts binding of bovine 14-3-3 zeta to phospho-Bad peptide; P63103; TR-FRET 14-3-3zeta/Dy647-pBad peptide displacement, 1 h; inhibition, % at 21.7 µM; 220,000 tested, 0.71% active;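 active means inhibition above about 70%, limit read from the data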;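 further: 0% = full 14-3-3 plus peptide FRET controls and 100% = background without 14-3-3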
# Target sequence (P63103 whole entry, looked up): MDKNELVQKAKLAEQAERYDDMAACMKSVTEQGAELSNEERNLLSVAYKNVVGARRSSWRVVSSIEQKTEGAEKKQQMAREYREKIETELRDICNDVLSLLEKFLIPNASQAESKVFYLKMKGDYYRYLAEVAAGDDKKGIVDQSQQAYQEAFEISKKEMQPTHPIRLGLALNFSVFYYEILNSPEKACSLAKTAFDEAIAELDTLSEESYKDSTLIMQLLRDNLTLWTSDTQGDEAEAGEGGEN
# eIF4E 4G PPI = inhibitors of eIF4E and eIF4G interaction in translation initiation. P63073+Q04637. TR-FRET eIF4E-eIF4GI(517-606) binding, 2 h. inhibition, % at 21.7 µM. 220,000 tested, 0.37% active. AID 782;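 further: 0% = full FRET control wells and 100% = background wells lacking eIF4GI fragment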
# Thrombin inh = thrombin (human) inhibition; inhibition, % at 5 µM; P00734; alpha-thrombin, Boc-VPR-AMC fluorogenic substrate cleavage; 220,000 tested, 0.26% active;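 active means inhibition at or above 40%; inactive means inhibition below 40%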;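 further: 0% = enzyme with no compound and 100% = wells without enzyme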
#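 Material: Human alpha-thrombin protein | Buffer or medium: pH 7.5 Tris-saline with Tween 20 | Reagent: Boc-VPR-AMC substrate, 15 µM final | Schedule: Reaction at ambient temperature | Detection: AMC fluorescence at 355 nm excitation and 460 nm emission | Evaluation: Percent inhibition scaled between no-compound controls and no-enzyme blanks | Controls: no-compound enzyme wells and no-enzyme blanks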
# Rad51 HR inh = Rad51 (human) homologous recombination inhibition; Q06609; hRad51 DNA strand exchange, fluorescence dequenching; inhibition, % at 10 µM; 200,000 tested, 0.085% active; AID 1385;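 active means inhibition above 40% at the single screening dose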;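 further: 0% = DMSO control wells and 100% = blanks with heterologous ssDNA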
# Target sequence (Q06609 whole entry, looked up): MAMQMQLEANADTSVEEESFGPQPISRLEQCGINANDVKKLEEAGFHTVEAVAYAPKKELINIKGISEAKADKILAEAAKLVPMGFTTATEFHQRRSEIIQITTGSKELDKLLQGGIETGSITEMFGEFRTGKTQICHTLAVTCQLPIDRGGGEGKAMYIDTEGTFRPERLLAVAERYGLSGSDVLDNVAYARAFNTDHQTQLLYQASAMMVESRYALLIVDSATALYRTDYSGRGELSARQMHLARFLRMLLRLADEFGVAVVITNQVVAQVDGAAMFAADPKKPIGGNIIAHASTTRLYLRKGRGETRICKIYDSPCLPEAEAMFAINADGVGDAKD
#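 Read-out basis: percent inhibition relative to plate controls and blanks / Assay system: human Rad51 nucleoprotein filaments preassembled on unlabelled ssDNA / Timing: filaments 15 min 37 °C, then compound 30 min / Control set: per-plate controls and blanks / Technique: fluorescence dequenching at 485/520 nm / Compound: 10 µM final, single point / Also added: Fluorescein- and BHQ1-tagged 47-mer duplex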
# EBV gp42 inh = inhibitors of Epstein-Barr virus glycoprotein 42 | Fluorescence polarization binding assay, mP read-out | inhibition, % (tested at 21.74 µM) | 220,000 tested, 0.42% active | AID 1085; in the data active means inhibition above about 50%
# Starred values were filed as active, the others as inactive; nt = no result given; [ ] = dose if it differs, or a comment.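 How the source made its calls, unless noted: active means inhibition above about 30% (limit read from the data); inactive means the rest.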
[1] CCN(CC(=O)Nc1ccc([N+](=O)[O-])cc1OC)CC(=O)NC(C)(C)C
[2] CCOC(=O)c1c(NC(=O)C2=C(C)NC(=S)NC2c2ccc(F)cc2)sc(C)c1C (centres undefined)
[3] O=C1CN(c2cc(Cl)cc(Cl)c2)C(=O)CN1/N=C/c1cccnc1
[4] CCCc1cc(C(=O)N2CCN(S(=O)(=O)c3ccc(OC)c(OC)c3)CC2)cs1
[5] Cc1ccc(N2CCN(S(=O)(=O)N3CCCCC3)CC2)c(C)c1
[6] CSc1ccccc1C(=O)NCc1ccc(S(N)(=O)=O)cc1
[7] COc1cc(N2C(=O)c3ccccc3C2=O)c(Cl)cc1C(=O)OCC(=O)N1CCOCC1
[8] Cn1c(=O)[nH]c(=O)c2c1nc(N1CCCCC1)n2CCOc1ccccc1
Compound	1	2	3	4	5	6	7	8
eIF4E 4G PPI	-1.0	-3.3	-0.5	2.6	0.9	-1.3	2.6	4.7
p47phox inh	-7.6	-23.3	-0.3	-18.9	-4.1	2.8	-4.2	-1.5
Cl transport mod	0.0234	0.79	0.0731	0.341	0.364	0.835	-0.0127	-0.889
Rad51 HR inh	-6.3	11.7	7.2	-8.6	25.6	-2.6	-4.2	6.0
KLK5 inh	-11.9	-12.8	17.3	-26.2	-7.2	-0.5	-5.1	-6.1
Thrombin inh	-5.6	-1.0	21.7	1.7	-6.3	0.5	-5.2	-1.0
14-3-3 Bad PPI	10.6[fluorescence artefact?]	1.4	-0.3	-1.0	-2.5	-2.9[fluorescence artefact?]	-4.4	-8.5
Furin inhibitor	18.0	-18.4	1.0	-20.2[20 µM]	-15.6	-9.9[20 µM]	-18.2	-5.7
EBV gp42 inh	-8.5	-24.5	1.0	-15.5	17.7	-45.6	-17.8	-10.2

[9] COc1ccc(C2=NOC(C(=O)NCc3ccccn3)C2)cc1OC (centres undefined)
[10] COc1ccc(CC(=O)N2CCN=C2SCc2ccc([N+](=O)[O-])cc2)cc1
[11] O=C(Nc1ccccc1C(=O)N1CCOCC1)C1CCCO1 (centres undefined)
[12] CSc1n[nH]c(=O)n1-c1ccc(Cl)cc1
[13] COc1cc([N+](=O)[O-])ccc1NC(=O)Cc1ccccc1
[14] COc1ccc(-c2nn(CC(=O)N(C)C)c(=O)c3ccccc23)cc1
[15] CCOC(=O)c1ccc(Oc2nc(NC)nc(Nc3ccccc3)n2)cc1
[16] O=C(NNc1ccccc1)C(=O)N1CCCCC1
Compound	9	10	11	12	13	14	15	16
eIF4E 4G PPI	1.7	1.3	0.4	-0.6	11.2	0.1[fluorescence artefact?]	5.6[fluorescence artefact?]	0.5[fluorescence artefact?]
p47phox inh	-7.5	1.7	4.2	-4.2	7.9	-11.9	2.0	4.1
Cl transport mod	-0.256	-0.322	0.192	0.0108	-1.03	nt	0.389	0.139
Rad51 HR inh	-4.0	1.6	9.9	-0.9	28.2	2.0	-4.8	3.0
KLK5 inh	2.5	-7.7	-2.5	-8.1	-3.9	-1.9	-1.7	-12.1
Thrombin inh	-4.5	-4.8	-2.4	-1.0	4.3	-1.0	-5.9	6.5
14-3-3 Bad PPI	-4.9	-6.5	1.2	5.3	14.5	-1.3[fluorescence artefact?]	-8.3	-2.8
Furin inhibitor	-5.5[20 µM]	-9.2	-7.3[20 µM]	-17.0	-10.2	-18.9	-1.3[20 µM]	-17.7
EBV gp42 inh	-1.9	-2.6	-9.3	-0.9	0.0	-14.0	-2.0	-25.2

# Compound profiles, from the list above:
# O=C1CN(c2cc(Cl)cc(Cl)c2)C(=O)CN1/N=C/c1cccnc1 in the list: eIF4E 4G PPI: -0.5; p47phox inh: -0.3; Cl transport mod: 0.0731; Rad51 HR inh: 7.2; KLK5 inh: 17.3; Thrombin inh: 21.7; 14-3-3 Bad PPI: -0.3; Furin inhibitor: 1.0; EBV gp42 inh: 1.0
# CSc1n[nH]c(=O)n1-c1ccc(Cl)cc1 in the list: eIF4E 4G PPI: -0.6; p47phox inh: -4.2; Cl transport mod: 0.0108; Rad51 HR inh: -0.9; KLK5 inh: -8.1; Thrombin inh: -1.0; 14-3-3 Bad PPI: 5.3; Furin inhibitor: -17.0; EBV gp42 inh: -0.9
# CSc1ccccc1C(=O)NCc1ccc(S(N)(=O)=O)cc1 in the list: eIF4E 4G PPI: -1.3; p47phox inh: 2.8; Cl transport mod: 0.835; Rad51 HR inh: -2.6; KLK5 inh: -0.5; Thrombin inh: 0.5; 14-3-3 Bad PPI: -2.9[fluorescence artefact?]; Furin inhibitor: -9.9[20 µM]; EBV gp42 inh: -45.6

# The list continues.
[17] CCOC(=O)c1ccc(OCc2nc(-c3cccs3)no2)cc1
[18] CN(C)CCOC(=O)/C(=C/c1cn(C)c2ccccc12)NC(=O)c1ccccc1
[19] NS(=O)(=O)c1ccc(CCNC(=O)c2cc(-c3ccc(Br)cc3)nc3ccccc23)cc1
[20] N/C(=N\OC(=O)c1ccc(Cl)cc1)c1ccccn1
[21] CC(=O)Nc1ccc2nc(CN3CCN(Cc4ccc(F)cc4)C(CCO)C3)ccc2c1 (centres undefined)
[22] CCOC(=O)N1CCN(CC(O)c2ccccc2)CC1 (centres undefined)
Compound	17	18	19	20	21	22
eIF4E 4G PPI	1.8	0.2	11.8	-5.6	-0.3	-1.2
p47phox inh	-12.4	-9.1	-8.0	5.3	-6.7	-2.6
Cl transport mod	-0.0186	0.0712	0.239	nt	nt	-0.553
Rad51 HR inh	0.3	27.9	24.4	-4.6	-7.7	20.2
KLK5 inh	7.0	2.3	-3.1	-11.0	nt	5.6
Thrombin inh	4.6	4.6	-3.0	1.4	-1.7	-5.6
14-3-3 Bad PPI	3.6	5.0	-3.1	-6.2	-6.4	7.9
Furin inhibitor	-24.2[20 µM]	0.3	-18.4	-20.0[20 µM]	-20.2	-17.8
EBV gp42 inh	-11.9	-9.1	-5.2	-16.2	-3.6	-0.7
